High-throughput results from PubChem.
SKN-1 block: blocks SKN-1 activity in C. elegans. C. elegans VP596 Pgst-4::GFP/RFP ratio, acrylamide-induced, 24 h. inhibition, % at 21.8 µM. 0.49% of 360,000 active;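 active = interference check ratio from 0.5 to 1.5 plus GFP to RFP signal ratio inhibition reaching or exceeding a fixed threshold, cut at about 30% in these data, passing the limit was not always enough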; also: some compounds called inactive have numbers as strong as hits
Neddylation inh: inhibitors of human cullin neddylation; TR-FRET cullin neddylation, biochemical; P61081+Q13564; 0.58% of 360,000 active; calls only at 25 µM; AID 651699; in the data active = inhibition above about 36%
CSN inh: inhibitors of human CSN-mediated cullin deneddylation. Purified CSN, SCF-Nedd8-OG deneddylation, fluorescence polarization. 0.38% of 360,000 active. Q92905. inhibition, % at 12.5 µM;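 active = pattern-corrected inhibition above about 35%, with an unprinted fluorescence ratio check between 0.5 and 1.5, limit read from the data, passing the limit was not always enough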;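 also: 0% = enzyme with substrate and 100% = substrate without enzyme; some results filed as inactive read as strong as hits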
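Assay system: HEK293T-derived human Csn5 enzyme; quantity: 0.24 nM enzyme; medium: Tris/NaCl/DTT buffer, pH 7.5; also added: substrate SCFSkp2-Nedd8OG, 10 nM; doses: 12.5 µM compound; schedule: 90 min reaction at room temperature; signal: FP; read-out: % inhibition of substrate cleavage by Csn5; benchmarks: substrate-only high control, full reaction low control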
Rin1-Abl PPI inh: inhibitors of human Rin1-Abl protein interaction; P00519+Q13671; TR-FRET Rin1/Abl binding, biochemical; inhibition, % at 7.35 µM; 0.4% of 360,000 active; AID 588664; in the data active = inhibition above about 5%, passing the limit was not always enough
MLLE-PAM2 inh: inhibitors of microRNA-mediated deadenylation, human PABP1 MLLE binding; P11940; GST-MLLE / FITC-PAM2 fluorescence polarization; inhibition, % at 20 µM; 0.36% of 360,000 active; AID 588489; in the data active = inhibition above about 35%, passing the limit was not always enough;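 also: plate controls were DMSO wells with GST-MLLE for no effect and wells lacking GST-MLLE protein for full effect; some results filed as inactive read as strong as hits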
Rpn11 block: Rpn11 (human) deubiquitinase inhibition; calls only at 20 µM; human 26S proteasome, Ub4-pepOG fluorescence polarization; 20S core pre-blocked with epoxomicin; 0.59% of 360,000 active;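 active = inhibition at 20 µM, scaled to each plate's controls, above about 33%, limit read from the data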
MT1-MMP act inh: MT1-MMP (human) activation inhibition; HT1080 RFP-PRO-GFP cells, GFP/RFP ratio fluorescence, overnight; percent of plate control window, DMSO zero; GFP/RFP ratio change, % at 20 µM; 0.061% of 360,000 active; AID 651647;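 active = GFP/RFP ratio change of at least 30% with cell ATP level not reduced by more than half and red fluorescence within 50% of control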; also: strong numbers were not always called active
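Material: RFP-PRO-GFP reporter HT1080 cells. Dosing: single-point 20 µM compound, 1% DMSO. Controls: DMSO and RFP-L50D-GFP cell wells. Timing: cells overnight before dosing, compound overnight, 37 °C, 5% CO2. Measure: GFP/RFP fluorescence ratio.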
FAS TE block: inhibitors of human fatty acid synthase thioesterase domain | P49327 | 0.67% of 360,000 active | inhibition, % at 15 µM | recombinant FAS-TE, OMFH fluorogenic substrate, fluorescence endpoint;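 active = compounds whose normalised, plate-corrected inhibition of enzyme fluorescence in the single-dose primary screen is 50% or more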;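 also: 0% = DMSO with enzyme and 100% = substrate without enzyme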
Target sequence (P49327 whole entry, looked up, the tested form may be a part): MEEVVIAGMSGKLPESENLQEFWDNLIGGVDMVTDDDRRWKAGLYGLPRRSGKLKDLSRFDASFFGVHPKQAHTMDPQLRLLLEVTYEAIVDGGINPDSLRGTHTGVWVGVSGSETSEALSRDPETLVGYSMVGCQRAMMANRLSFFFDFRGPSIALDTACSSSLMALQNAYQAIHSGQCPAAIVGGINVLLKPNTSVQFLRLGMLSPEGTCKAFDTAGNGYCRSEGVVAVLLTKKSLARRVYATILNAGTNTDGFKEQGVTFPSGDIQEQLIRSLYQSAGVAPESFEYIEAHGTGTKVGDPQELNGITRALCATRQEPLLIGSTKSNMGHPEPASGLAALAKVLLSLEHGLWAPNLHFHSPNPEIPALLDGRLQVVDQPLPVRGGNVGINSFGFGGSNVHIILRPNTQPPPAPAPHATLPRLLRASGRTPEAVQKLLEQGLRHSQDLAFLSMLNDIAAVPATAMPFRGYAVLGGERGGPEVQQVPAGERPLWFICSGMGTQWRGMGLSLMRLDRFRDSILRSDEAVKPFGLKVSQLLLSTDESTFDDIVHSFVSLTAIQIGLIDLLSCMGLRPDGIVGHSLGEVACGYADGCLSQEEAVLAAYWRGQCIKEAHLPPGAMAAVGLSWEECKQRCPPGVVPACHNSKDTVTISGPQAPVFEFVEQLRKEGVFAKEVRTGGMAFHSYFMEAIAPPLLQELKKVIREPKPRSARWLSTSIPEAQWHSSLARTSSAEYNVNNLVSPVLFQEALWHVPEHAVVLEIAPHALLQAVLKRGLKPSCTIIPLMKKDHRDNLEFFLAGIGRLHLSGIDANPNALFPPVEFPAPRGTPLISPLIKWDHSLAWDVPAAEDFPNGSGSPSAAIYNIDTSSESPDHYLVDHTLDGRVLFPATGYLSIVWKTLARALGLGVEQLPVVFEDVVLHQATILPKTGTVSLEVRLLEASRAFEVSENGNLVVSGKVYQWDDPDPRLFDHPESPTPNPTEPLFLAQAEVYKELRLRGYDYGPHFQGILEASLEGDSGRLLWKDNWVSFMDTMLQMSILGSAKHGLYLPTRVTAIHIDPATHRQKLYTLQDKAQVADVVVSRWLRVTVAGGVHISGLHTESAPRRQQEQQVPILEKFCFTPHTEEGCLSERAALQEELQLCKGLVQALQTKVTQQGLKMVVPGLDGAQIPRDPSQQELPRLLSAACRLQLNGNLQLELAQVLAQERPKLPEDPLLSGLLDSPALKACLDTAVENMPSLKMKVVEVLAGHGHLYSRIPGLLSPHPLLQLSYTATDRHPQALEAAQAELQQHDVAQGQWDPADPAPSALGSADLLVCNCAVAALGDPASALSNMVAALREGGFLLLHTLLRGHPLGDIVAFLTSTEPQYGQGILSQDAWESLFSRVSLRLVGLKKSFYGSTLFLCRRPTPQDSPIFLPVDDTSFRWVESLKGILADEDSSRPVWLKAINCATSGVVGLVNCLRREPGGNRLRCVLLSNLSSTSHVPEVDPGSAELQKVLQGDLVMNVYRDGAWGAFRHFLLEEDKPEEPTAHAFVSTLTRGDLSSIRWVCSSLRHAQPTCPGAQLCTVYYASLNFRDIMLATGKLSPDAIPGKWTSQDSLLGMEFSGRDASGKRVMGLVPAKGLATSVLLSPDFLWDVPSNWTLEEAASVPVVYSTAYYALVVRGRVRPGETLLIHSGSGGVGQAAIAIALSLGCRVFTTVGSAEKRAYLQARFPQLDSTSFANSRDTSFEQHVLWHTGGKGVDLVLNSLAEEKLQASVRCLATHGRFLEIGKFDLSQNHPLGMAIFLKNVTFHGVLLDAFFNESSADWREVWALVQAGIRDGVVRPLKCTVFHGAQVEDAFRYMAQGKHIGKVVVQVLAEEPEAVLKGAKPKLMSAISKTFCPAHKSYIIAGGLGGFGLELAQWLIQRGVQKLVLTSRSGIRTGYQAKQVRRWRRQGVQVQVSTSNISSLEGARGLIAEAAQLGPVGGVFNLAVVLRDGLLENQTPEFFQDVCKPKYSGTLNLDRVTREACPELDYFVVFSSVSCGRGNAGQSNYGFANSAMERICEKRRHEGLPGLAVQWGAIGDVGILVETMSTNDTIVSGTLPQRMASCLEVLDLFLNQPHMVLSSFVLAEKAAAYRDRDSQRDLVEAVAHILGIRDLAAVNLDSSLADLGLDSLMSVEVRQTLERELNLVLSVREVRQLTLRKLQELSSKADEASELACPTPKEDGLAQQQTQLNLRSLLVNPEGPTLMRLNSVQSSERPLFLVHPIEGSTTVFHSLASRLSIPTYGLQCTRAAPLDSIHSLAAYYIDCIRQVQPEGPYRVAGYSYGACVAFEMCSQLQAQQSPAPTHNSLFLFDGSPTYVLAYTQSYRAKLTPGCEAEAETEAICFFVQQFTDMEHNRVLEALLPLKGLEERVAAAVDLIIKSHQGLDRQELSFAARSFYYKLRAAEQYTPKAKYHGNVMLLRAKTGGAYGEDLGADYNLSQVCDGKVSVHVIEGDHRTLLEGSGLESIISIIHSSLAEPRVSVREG
NadD inh: inhibitors of Staphylococcus aureus NadD. purified NadD enzyme, colorimetric absorbance read-out. inhibition, % at 20 µM. 0.78% of 360,000 active; in the data active = inhibition above about 26%; also: some compounds past the cut are filed as inactive
Active calls of the source: *; i = inactive; nt = not tested or not shown; + = active, no number.

1: CCN(CC)CC(=O)Nc1sc(C)cc1C(=O)c1ccc(C)cc1
2: CCCCc1cc(=O)oc2cc(C)cc(OC(C)C(=O)NCc3cccnc3)c12 (centres undefined)
3: COc1cccc(C(=O)Nc2nnc(-c3cccs3)o2)c1
4: Cc1cc(NC(=O)C2CC(=O)N(c3ccccc3C)C2)no1 (centres undefined)
5: O=C(NC1CCCC1)C1CCCN1C(=O)Nc1ccccc1 (centres undefined)
6: Cc1cc(C)n(-c2cc(N3CCN(C(=O)c4ccccc4C)CC3)ccc2[N+](=O)[O-])n1
7: CC[C@]12C(=O)N(C)C[C@H]([C@@H]3C(=O)N(C)C(=O)[C@@H]31)N2C(=O)c1ccc(Br)cc1
8: CCOc1ccc(CCN2C(=O)C(=O)N([C@@H](CC(C)C)CN3CCC[C@H]3CN3C(=O)C(=O)NC[C@@H]3Cc3ccc(O)cc3)C[C@@H]2Cc2ccccc2)cc1
Assay by compound | 1 | 2 | 3 | 4 | 5 | 6 | 7 | 8
SKN-1 block | 5.4 | -1.5 | -4.5 | 5.6 | -1.4 | 7.5 | -11.5 | -0.9
Neddylation inh | i | nt | i | i | i | i | i | i
CSN inh | 0.3 | 1.5 | -3.1 | 2.3 | 3.5 | -0.4 | 3.6 | -4.0
Rin1-Abl PPI inh | -0.3 | 1.8 | -1.5 | -0.1 | -0.7 | -2.9 | 4.3 | nt
MLLE-PAM2 inh | 4.0 | 4.6 | 10.2 | -1.0 | 4.2 | -2.4 | -4.8 | nt
Rpn11 block | i | i | i | i | i | i | i | nt
MT1-MMP act inh | -0.7 | -7.1 | 5.8 | -1.3 | 0.7 | 1.7 | -3.7 | -2.0
FAS TE block | 27.6 | 5.7 | -8.8 | -3.4 | 0.0 | -2.0 | -8.3 | 0.6
NadD inh | 10.7 | 3.1 | 0.6 | -4.4 | -4.9 | 4.0 | -0.7 | 27.3

9: CCOC(=O)C1CCCC(NS(=O)(=O)c2ccc(NC(C)=O)cc2)C1 (centres undefined)
10: Clc1ccc(C(c2cccs2)N2CCNCC2)cc1 (centres undefined)
11: CN(C)c1nc(N(C)C)n(C(=O)c2cccs2)n1
12: O=C1c2ccccc2CCC1C(O)c1ccccn1 (centres undefined)
13: CC(=O)Nc1cccc(C(=O)OC(C)C(=O)N2CCc3ccccc32)c1 (centres undefined)
14: Cc1nc(N2CCN(C(=O)c3ccco3)CC2)c2c3c(sc2n1)CCCC3
15: COc1cccc(N2C(=O)CC(N3CCC(c4nc5ccccc5[nH]4)CC3)C2=O)c1 (centres undefined)
16: Cn1c(=O)c2c(nc(CN3CCC(C(N)=O)CC3)n2Cc2c(Cl)cccc2Cl)n(C)c1=O
Assay by compound | 9 | 10 | 11 | 12 | 13 | 14 | 15 | 16
SKN-1 block | -1.6 | 9.9 | -4.1 | -3.7 | -4.5 | 10.8 | -2.0 | 3.5
Neddylation inh | i | i | i | i | i | i | i | i
CSN inh | -3.6 | -5.6 | 0.9 | 4.2 | -0.1 | -4.5 | -1.4 | -3.9
Rin1-Abl PPI inh | -4.2 | 1.8 | 0.1 | -0.4 | 2.6 | 2.0 | 1.1 | 6.3
MLLE-PAM2 inh | 4.9 | 5.3 | -9.9 | -14.7 | -5.3 | 13.3 | -9.4 | 5.9
Rpn11 block | i | i | i | i | i | i | i | i
MT1-MMP act inh | 2.3 | -11.0 | -0.4 | -8.8 | -1.4 | -5.0 | 1.8 | -1.1
FAS TE block | -7.8 | -8.7 | -4.0 | -6.6 | -4.7 | 12.9 | -6.3 | -3.9
NadD inh | -3.7 | -6.2 | -4.3 | -4.7 | 0.3 | 0.7 | -2.7 | 0.3

17: CC(=O)N1CCN(C(=O)COC(=O)COc2ccc(C#N)cc2)CC1
18: COc1ccc(/C=N/n2c(-c3n[nH]c4c3CCC4)n[nH]c2=S)cc1
19: O=C(O)CC1SC(=O)N(Cc2ccccc2)C1=O (centres undefined)
20: Cc1noc(C)c1CSCC(=O)OCC(=O)Nc1sccc1C#N
21: Cn1c(CCNC(=O)c2ccccc2F)nnc1SCc1nc2ccccc2c(=O)[nH]1
22: Cc1cc2ncn(C3CC(=O)N(C)C3=O)c2cc1C (centres undefined)
23: O=C(Cn1c(NCCO)nc2ccccc21)c1ccc(Cl)cc1Cl
24: CCn1cc(CN2CCC(C(=O)Nc3cccc(-c4cscn4)c3)CC2)cn1
Assay by compound | 17 | 18 | 19 | 20 | 21 | 22 | 23 | 24
SKN-1 block | 5.6 | 18.3 | -16.9 | 4.5 | -13.7 | -3.9 | -6.3 | 9.8
Neddylation inh | i | i | i | i | i | i | i | i
CSN inh | -5.4 | 4.0 | 1.6 | 2.5 | 5.9 | -2.0 | -0.4 | -3.9
Rin1-Abl PPI inh | -2.3 | 2.2 | 3.4 | 0.6 | 0.5 | 0.5 | -0.8 | -2.2
MLLE-PAM2 inh | 14.1 | -35.9 | 3.8 | 0.0 | -5.1 | -5.2 | 2.5 | 14.3
Rpn11 block | i | i | i | i | i | i | i | i
MT1-MMP act inh | 1.6 | -0.6 | 3.9 | -1.9 | -1.4 | -2.1 | -2.8 | -0.3
FAS TE block | -6.0 | -3.6 | -6.8 | -9.6 | -9.1 | -9.2 | 2.3 | -4.8
NadD inh | -1.5 | 7.3 | -5.8 | -3.3 | 0.8 | -9.1 | 1.5 | -0.8

25: N#CCN1C(=O)NC2(CCCc3sccc32)C1=O (centres undefined)
26: CC(C)(C)c1ccc(-c2noc(C(=O)NN)n2)cc1
27: COC(=O)c1cc(-c2ccc(OC)cc2)on1
28: CS(=O)(=O)Nc1ccc(C2=NN(S(C)(=O)=O)C(c3ccc4nccnc4c3)C2)cc1 (centres undefined)
29: CSCCC(NC(=O)c1occc1C)C(=O)O (centres undefined)
30: Nc1c(N(Cc2ccco2)C(=O)COc2ccccc2)c(=O)[nH]c(=O)n1Cc1ccccc1
31: Cc1ccc(S(=O)(=O)N2CCN(C(=O)c3ccnn3C)CC2)cc1C
32: O=[N+]([O-])c1ccc2c(c1)nnn2-c1ccccc1
Assay by compound | 25 | 26 | 27 | 28 | 29 | 30 | 31 | 32
SKN-1 block | -2.2 | -5.6 | -6.9 | 15.8 | -12.2 | 8.7 | -18.6 | 3.4
Neddylation inh | i | i | i | i | i | i | i | i
CSN inh | 5.1 | 0.7 | 4.3 | 0.4 | 0.0 | 1.7 | 2.3 | 2.4
Rin1-Abl PPI inh | 3.3 | 3.7 | 1.7 | 1.2 | -1.5 | 1.6 | 2.7 | -1.2
MLLE-PAM2 inh | -5.0 | 9.0 | 11.3 | -0.7 | -10.5 | -1.4 | 7.2 | 8.4
Rpn11 block | i | i | i | i | i | i | i | i
MT1-MMP act inh | 1.4 | -0.3 | 1.3 | -36.4 | -3.6 | -2.7 | -4.8 | 1.3
FAS TE block | -1.4 | 0.6 | 0.5 | -4.0 | -8.1 | -5.1 | -5.4 | 14.7
NadD inh | 3.7 | 0.5 | -4.9 | -5.4 | -1.7 | -5.5 | -2.4 | -9.2

33: CN1CCN(NC(=O)c2cccc(Br)c2)CC1
34: CC1CCCC(C)N1C(=O)COc1ccccc1F (centres undefined)
35: Cc1cc(C2=NNC(=NC3CC3)SC2)c(C)n1-c1c(C)n(C)n(-c2ccccc2)c1=O
36: CCC(CC)c1nnc(NC(=O)CS(=O)(=O)c2ccccc2)s1
37: CCOC(=O)N=S(=O)(Oc1ccc([N+](=O)[O-])cc1)c1ccc(Cl)cc1 (centres undefined)
38: C[C@@H]1COC(=O)[C@H](CC(=O)OC(C)(C)C)C/C=C\C[C@H](CC(=O)N(CCO)Cc2ccccc2)C(=O)N1
39: CCc1cccc(OCCCN2C(=O)NC(C)(C)C2=O)c1
40: Cc1cc(C)n(CCNC(=O)C2CCC(=O)N(Cc3ccc(Cl)cc3)C2)n1 (centres undefined)
Assay by compound | 33 | 34 | 35 | 36 | 37 | 38 | 39 | 40
SKN-1 block | 2.7 | -2.4 | -6.8 | 9.2 | -2.3 | -7.9 | 4.5 | -10.7
Neddylation inh | i | i | i | i | i | i | i | i
CSN inh | 0.8 | -11.8 | -2.6 | 1.4 | 1.8 | 3.5 | 5.8 | -1.6
Rin1-Abl PPI inh | -3.7 | -0.7 | -3.8 | 0.5 | 3.6 | 4.3 | -8.7 | -0.5
MLLE-PAM2 inh | 1.3 | 0.0 | 14.2 | 32.4 | 11.2 | 5.4 | 1.8 | 1.2
Rpn11 block | i | i | i | i | i | i | i | i
MT1-MMP act inh | 0.2 | 1.1 | -3.5 | 3.2 | -1.5 | -2.1 | -2.1 | 2.0
FAS TE block | -8.0 | -3.2 | -8.4 | -5.5 | 22.9 | -8.8 | -2.6 | -2.7
NadD inh | 2.9 | -3.7 | 0.7 | -1.7 | -6.6 | 1.9 | -7.6 | 2.4

41: COc1ccc(CCNC(=O)C2CCN(S(=O)(=O)c3cccc4nonc34)CC2)cc1OC
42: COC(=O)\C(C(C)=O)=C(/C=C/C=C/N(C)C)N(C)C
43: CCOc1ccc(NC(=S)N(CCOC)C2CCN(C(C)C)CC2)cc1
44: NC1=NC(=Nc2cccc(S(N)(=O)=O)c2)c2ccccc21
45: c1cc2c3c(cccc3c1)NC1(CCC3(CC1)Nc1cccc4cccc(c14)N3)N2
46: CN(C(=O)CSc1ccncc1)C1CCCN(Cc2ccccc2F)C1 (centres undefined)
47: Cn1nc(CSc2ccccc2)c(C=O)c1Cl
48: CCN(CC)CCNC(=O)Cn1c(C)cc2ccccc2c1=O
Assay by compound | 41 | 42 | 43 | 44 | 45 | 46 | 47 | 48
SKN-1 block | 0.3 | 20.0 | 18.3 | -7.8 | 34.6 | 18.7 | 1.1 | -29.2
Neddylation inh | i | i | i | i | + | i | i | i
CSN inh | 8.0 | -6.8 | 3.8 | 3.3 | -2.6 | 1.9 | -17.8 | 4.3
Rin1-Abl PPI inh | 1.6 | -4.8 | -1.6 | 0.0 | 4.3 | -0.8 | 1.5 | 1.6
MLLE-PAM2 inh | -4.4 | 22.0 | -28.2 | -5.5 | 15.2 | 15.2 | -7.5 | 1.9
Rpn11 block | i | i | i | i | i | i | i | i
MT1-MMP act inh | -0.9 | -1.9 | 1.6 | -1.9 | 3.7 | 1.7 | -0.6 | 1.7
FAS TE block | -2.2 | -5.6 | -6.3 | -1.8 | 46.1 | -3.3 | 1.9 | -6.2
NadD inh | 0.6 | 0.4 | -0.6 | 0.3 | 50.8* | -0.4 | 1.5 | 3.3
